# Compound activity as filed in PubChem.
# Pf growth 48h: Primary qHTS for delayed death inhibitors of the malarial parasite plastid, 48 hour incubation; AID 504832, 2011; Potency, µM (highest dose often 28.7 µM), for inactives: at the top dose activity change, negative = inhibition, most hits filed as inhibitors; P. falciparum luciferase growth in erythrocytes, 48 h; 310,000 compounds, 5.9% hits; also: potency is read from the fitted curve at half-maximal effect; % is scaled to controls: 0 for no effect and ±100 for the full control effect
#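 In quantitative HTS format, infected erythrocytes bearing luciferase-reporter parasites were treated for a single generation at 37 C. Luminescence after adding detection reagent served as the growth measure.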
# AMA1-RON2 inh: qHTS for Inhibitors of AMA1-RON; Towards Development of Antimalarial Drug Lead: Primary Screen; Plasmodium falciparum AMA1 (3D7) - RON2 peptide interaction; AlphaScreen AMA1-biotinylated RON2 peptide binding; Potency, µM (top dose mostly 58.2 µM), inactives show at the top dose activity change, negative = inhibition, actives largely listed as inhibitors; 360,000 compounds, 0.2% hits;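 also: potency is read from the fitted curve at half-maximal effect; 0% = vehicle wells and -100% = peptide control; nearly all actives have a fitted effect of over 45% in size; some results filed as inactive show a strong effect at the top dose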
#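 AMA1 (3D7) with his tag at 25 nM final met compounds first, then biotinylated RON2 peptide at 25 nM; detection used donor plus acceptor beads, 10 µg/mL apiece, read by AlphaScreen after 30 min at room temperature.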
# TbPYK inhibitor: qHTS of Trypanosoma Brucei Inhibitors; pyruvate kinase (Trypanosoma brucei), Q57TT1; AID 624173, 2012; TbPYK enzyme, Kinase-Glo Plus ATP luminescence, 45 min; Potency, µM (doses to about 76.8 µM), without a hit: at the top dose activity, negative = inhibition, hits mostly inhibitors; 410,000 compounds, 0.12% hits; also: potency is read from the fitted curve at half-maximal effect; % is scaled to controls: 0 for no effect and ±100 for the full control effect; nearly all actives have a fitted effect of over 50% in size
#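 T. brucei PYK with substrate was exposed to pin-transferred compounds across a concentration series, then started with 130 uM ADP (final). After 45 min at room temperature, Kinase-Glo Plus luminescence was read, normalized and curve-fitted.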
# Pf growth 96h: Primary qHTS for delayed death inhibitors of the malarial parasite plastid, 96 hour incubation; P. falciparum luciferase reporter growth, 96 h; Potency, µM (doses to about 28.7 µM), without a hit: at the highest dose activity change, negative = inhibition, usual class: inhibitors; 320,000 compounds, 6.9% hits; also: potency is read from the fitted curve at half-maximal effect; % is scaled to controls: 0 for no effect and ±100 for the full control effect
#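 Delayed-death screen, second-generation endpoint: infected erythrocytes, 2% hematocrit, 0.05% parasitemia final; 96 hours at 37 C, 5% CO2; luciferase detection reagent; luminescence decrease equals reduced growth.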
# Cycloheximide cs: Cycloheximide Counterscreen for Small Molecule Inhibitors of Shiga Toxin | cell reporter, cycloheximide protein synthesis inhibition counterscreen | max response, % | 300,000 compounds, 12% hits | AID 2314, 2010; in the data active = max response mostly above about 13%, no sharp cut-off; inactive = mostly below about 14%; also: read at 38.3 µM for the half of the compounds with a filed dose; 0% is about no effect
# Shiga toxin inh: A qHTS for Small Molecule Inhibitors of Shiga Toxin; Vero cells, Shiga toxin protein synthesis inhibition reporter; inhibition, % at 38.7 µM; AID 2315, 2010; 290,000 compounds, 9.2% hits; in the data active = inhibition mostly above about 28%, no sharp cut-off; inactive = mostly below about 43%; also: 0% is about no effect
# LmPK inh: qHTS Assay for Inhibitors of Leishmania Mexicana Pyruvate Kinase (LmPK). Q27686. purified LmPK, Kinase-Glo ATP luminescence, 1 h. Potency, µM (highest dose often 57.5 µM), inactives show top-dose activity change, negative = inhibition, actives largely listed as inhibitors. 290,000 compounds, 0.37% hits; also: potency is read from the fitted curve at half-maximal effect; % is scaled to controls: 0 for no effect and ±100 for the full control effect
# Target sequence (Q27686 whole entry, looked up): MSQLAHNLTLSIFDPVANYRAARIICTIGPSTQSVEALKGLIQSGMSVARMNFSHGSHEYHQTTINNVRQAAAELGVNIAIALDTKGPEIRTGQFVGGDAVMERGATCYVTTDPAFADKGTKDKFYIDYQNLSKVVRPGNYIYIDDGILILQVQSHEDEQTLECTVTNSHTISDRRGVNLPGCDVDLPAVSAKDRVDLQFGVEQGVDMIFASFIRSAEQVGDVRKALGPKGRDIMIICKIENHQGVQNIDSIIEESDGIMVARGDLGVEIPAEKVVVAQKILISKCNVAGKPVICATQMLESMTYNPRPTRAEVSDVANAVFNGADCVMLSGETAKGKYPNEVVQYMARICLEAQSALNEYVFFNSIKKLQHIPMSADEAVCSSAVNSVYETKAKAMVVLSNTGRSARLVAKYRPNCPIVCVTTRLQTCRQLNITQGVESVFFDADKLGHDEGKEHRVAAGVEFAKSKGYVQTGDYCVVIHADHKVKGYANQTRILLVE
#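 0.1 nM LmPK, 0.5 mM PEP, 0.1 mM ADP; 50 mM imidazole pH 7.2, 7 mM MgCl2, 50 mM KCl; 1 h RT. Kinase-Glo luminescence readout, normalized to no-enzyme (full inhibition) and uninhibited wells.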
# Numbers without * were called inactive; ? = inconclusive; · = not tested or not shown; [ ] = remark or other dose. Unless noted, calls follow the shape of the dose curve; as a rule, active = well fitted curve in the direction sought with a large enough effect; inconclusive = small, poorly fitted or top-dose-only effect, or another doubt; inactive = no such curve, though single readings can be large; an effect the other way counts as inactive or inconclusive.
compound,Pf growth 48h,AMA1-RON2 inh,TbPYK inhibitor,Pf growth 96h,Cycloheximide cs,Shiga toxin inh,LmPK inh
Cc1ccc(CN2CCNC(=O)C2CC(=O)N(C)C(C2CC2)C2CC2)o1 (centres undefined),31%[activator],3%,1%,13µM*,2,26,-1%
COc1ccc(S(=O)(=O)NC2CCCC2)cc1Cl,13%,8%,-6%,66%[activator],3,18,5%
O=C(O)C[CH2][Ge](=[O])[O][Ge](=[O])[CH2]CC(=O)O,-2%,·,6%,-4%,·,·,·
Cc1ccc(C)c(OCCCNC2CCCC2)c1C,12µM*,5%,-14%,?,-2,16,-2%
O=C(N/N=C/c1ccco1)/C(=C/c1cccc([N+](=O)[O-])c1)NC(=O)c1ccccc1,-9%,24%,8%,66%[activator],13,11,-1%
COC(=O)C1(CO)NC(c2cccs2)C2C(=O)N(c3ccccc3)C(=O)C21 (centres undefined),0%,31%[activator],2%,?,-2,-5,3%
COc1cc(C(=O)NC2(C(F)(F)F)NC(=O)N(CCCc3ccccc3)C2=O)cc(OC)c1OC (centres undefined),?,5%,-16%,?,-1,-10,4%
CCOC(=O)c1c(NC(=O)Cn2nc(C(=O)O)c3ccccc3c2=O)sc2c1CCC(C)C2 (centres undefined),-5%,-6%,-1%,35%[activator],13,-7,5%
CC1(CCc2ccc(O)cc2)NC(=O)NC1=O (centres undefined),·,-6%,1%,0%,-5,4,6%
CC(C)C(=O)Nc1ccccc1N1CCN(C(=O)c2ccccc2)CC1,?,-4%,-4%,24%,9,-5,-2%
COc1cc(C(=O)COC(=O)c2cc([N+](=O)[O-])ccc2N2CCOCC2)ccc1OC(F)F,?,-10%,-15%,?,·,·,·
CCOc1ccc(/C=C(\C#N)C(=O)Nc2cccnc2)cc1,-2%,0%,-2%,31%[activator],-1,-12,-1%
CCOC(=O)C1CCN(C(=S)Nc2ccc(S(N)(=O)=O)cc2)CC1,12%,-12%,?,?,-1,-7,4%
Cc1ccc(C)c(OCC(=O)N/N=C/c2ccsc2)c1,28%,15%,3%,0%,10,-6,1%
CCS(=O)(=O)c1ccc2oc(SCC(=O)N3CCCCC3)nc2c1,2%,3%,4%,-32%,8,29,5%
COc1ccc(NC(=O)c2cccs2)cc1OC,52%[activator],-3%,-11%,170%[activator],19*,19,-8%
O=C(NC1CCS(=O)(=O)C1)Oc1ccccc1 (centres undefined),·,1%,-19%,-4%,-6,-22,-1%
Cc1cc(C)c(OCC(=O)Nc2ccccc2N2CCCCC2)c(C)c1,?,-13%,9%,?,·,·,·
CN1CCN(S(=O)(=O)c2cnc(Cl)c(Br)c2)CC1,1%,17%,-12%,?,-2,-14,-1%
Cc1ccc(NC(=O)CCC(=O)n2nc(C)cc2C)c(C)c1,·,8%,-2%,-7%,-4,3,-2%
O=[N+]([O-])c1ccc(N2CCNCC2)c(Cl)c1,0%,-7%,-5%,0%,-4,3,3%
COC(=O)c1ccc(C(=O)Nc2ccc(N)cc2N)cc1,4.1µM*,-21%,-12%,-9%,-3,6,-3%
N#CC1=C(N)N(c2ccccc2)C2=C(C(=O)CCC2)C1c1cccs1 (centres undefined),?,91%[activator],-5%,-10%,-1,-5,-2%
Cc1ncc(CO)c2cc(S(=O)(=O)c3ccc(F)cc3)c(=O)oc12,1%,-9%,-6%,-19%,-2,10,0%
COc1ccccc1/C=C/C=N/n1c(C2CCCCC2)n[nH]c1=S,1%,-1%[2.32 µM],?,-13%,-3,-3,5%
CCCN1CCC(N2CCN(c3ccccc3OC)CC2)CC1,22%,·,·,?,4,19,-3%
Cc1ccc(F)c(Cn2cnc3c(cnn3C(C)(C)C)c2=O)c1Cl,?,·,-2%,?,·,·,·
COC(=O)c1ccc2c(c1)S(=O)(=O)NC(=NCCCN1CCOCC1)S2,?,13%,-3%,?,-6,-12,-3%
COC(=O)c1ccccc1NS(=O)(=O)c1ccc2[nH]c(=O)[nH]c2c1,2%,0%,5%,43%[activator],-2,-3,1%
O=C(NCC(c1cccs1)N1CCOCC1)c1ccc([N+](=O)[O-])cc1 (centres undefined),-12%,6%,-2%,-18%,1,0,-1%
Cc1ccc(CNC(=O)CCNS(=O)(=O)c2ccc(Br)s2)cc1,-1%,8%,-4%,18%,8,-16,-5%
O=C1CN(C(=O)NCC(=O)N[C@H](Cc2ccccc2)C(=O)O)c2ccccc2N1,14%,10%,2%,-17%,-3,-6,6%
COc1cc2c(cc1OC)C(c1cccs1)N(C(=S)NC(C)C)CC2 (centres undefined),2.6µM*,-9%,4%,?,-2,-2,4%
O=C(C1CCCN(S(=O)(=O)c2cc(Cl)ccc2Cl)C1)N1CCOCC1 (centres undefined),-2%,-7%,2%,?,-2,-6,2%
CC(C)Cc1cc(C(=O)Nc2ccc3c(c2)OCO3)no1,200%[activator],-6%,1%,30%[activator],36*,72*,-1%
Cc1ncc([N+](=O)[O-])n1CCOC(=O)c1ccc(Cl)cc1Cl,23%,-13%,1%,39%[activator],-3,-9,-1%
COc1cc(C(C)=O)ccc1Oc1ncccn1,47%[activator],12%,4%,40%[activator],-4,6,-1%
O=C(CSc1nc2ccccc2c(=O)n1CCCN1CCOCC1)c1c[nH]c2ccccc12,?,13%,-9%,?,-1,-12,1%
Cc1ccccc1NS(=O)(=O)c1ccc(C(=O)N2CCCCCCC2)cc1,-53%,6%,-11%,?,·,·,·
COc1ccc(-c2cccc(C3CC=CC4C3C(=O)N(Cc3ccccc3)C4c3ccc(OC)c(Cl)c3)c2)cc1 (centres undefined),12µM*,0%,2%,9.3µM*,-1,19,-6%
O=[N+]([O-])c1cnccc1Nc1cccc(F)c1,-2%,-3%,1%,-10%,-1,-8,5%
N#C/C(=C/c1cn[nH]c1-c1cccc(Br)c1)C(=O)O,35%[activator],5%,2%,25%,-1,-15,0%
COc1ccccc1N1CCN(S(=O)(=O)c2ccccc2)CC1,?,-5%,2%,·,8,-1,-3%
O=C(CCNC(=O)Cn1ccc2ccccc2c1=O)NCCc1ccccc1Cl,20%,22%,1%,-19%,1,-7,1%
Cc1ccc2cc(CN(CCN(C)C)C(=S)Nc3ccccc3)c(=O)[nH]c2c1C,-22%,-2%,-3%,1%,-3,-12,8%
CN(C)S(=O)(=O)c1ccc(C(=O)OCCn2cnc3c2c(=O)n(C)c(=O)n3C)cc1,13%,?,2%,?,-2,-3,6%
O=C(COc1cccc(C(F)(F)F)c1)NNC(=O)Cn1c(=O)cnc2ccccc21,12%,46%[activator],1%,-3%,·,·,·
CCOC(=O)N1CCC(N2CC34C=CC(O3)C(C(=O)Nc3ccc(F)cc3)C4C2=O)CC1 (centres undefined),·,17%,5%,15µM*,-1,-12,7%
CC12CCC(C(=O)NCCCN3CCOCC3)(OC1=O)C2(C)C (centres undefined),13%,12%,-2%,-25%,-3,9,0%
COc1ccc(/C=C2\SC(=S)N(CC(=O)N(C)C3CCS(=O)(=O)C3)C2=O)cc1 (centres undefined),1%,0%,-14%,-6%,13,-10,-1%

# The final 5 records of the section above lead into the next:
compound,Pf growth 48h,AMA1-RON2 inh,TbPYK inhibitor,Pf growth 96h,Cycloheximide cs,Shiga toxin inh,LmPK inh
CN(C)S(=O)(=O)c1ccc(C(=O)OCCn2cnc3c2c(=O)n(C)c(=O)n3C)cc1,13%,?,2%,?,-2,-3,6%
O=C(COc1cccc(C(F)(F)F)c1)NNC(=O)Cn1c(=O)cnc2ccccc21,12%,46%[activator],1%,-3%,·,·,·
CCOC(=O)N1CCC(N2CC34C=CC(O3)C(C(=O)Nc3ccc(F)cc3)C4C2=O)CC1 (centres undefined),·,17%,5%,15µM*,-1,-12,7%
CC12CCC(C(=O)NCCCN3CCOCC3)(OC1=O)C2(C)C (centres undefined),13%,12%,-2%,-25%,-3,9,0%
COc1ccc(/C=C2\SC(=S)N(CC(=O)N(C)C3CCS(=O)(=O)C3)C2=O)cc1 (centres undefined),1%,0%,-14%,-6%,13,-10,-1%
CC(C)c1ccc(NS(=O)(=O)c2ccc3c(c2)NC(=O)CO3)cc1,16%,-9%,1%,?,-9,-3,-8%
CC(C)(C)SCCNS(=O)(=O)c1ccc(Cl)cc1,6%,-3%,-18%,?,-7,-16,3%
CCN(CC)c1ccc(/C=N/N2CCN(Cc3ccccc3)CC2)c(O)c1,?,?,-4%,?,-3,-11,7%
COc1ccccc1C1NC(=O)CS1 (centres undefined),14%,7%,-3%,7%,-2,1,2%
COc1cc2c(cc1OC)C(C)N(C(=O)CCN1C(=O)C3C4C=CC(C4)C3C1=O)CC2 (centres undefined),-21%,21%,0%,·,-2,-22,-9%
COc1ccc(-c2nc3cc([N+](=O)[O-])ccc3o2)cc1,·,-1%,-1%,21%,40*,99*,-9%
CCN(CC)c1c([N+](=O)[O-])ncn1C,16%,0%,-3%,·,-2,-13,-1%
O=C(Nc1nnc(C2CC2)s1)C1CCCO1 (centres undefined),5%,27%,-3%,3%,12,28,-2%
CC(=O)N1CCN(C(=O)c2cc(S(=O)(=O)N3CCN(c4ccccc4)CC3)ccc2Cl)CC1,-16%,-3%,-6%,56%[activator],·,·,·
COc1ccc(N2CC(C(=O)N/N=C/c3ccc([N+](=O)[O-])cc3)CC2=O)cc1 (centres undefined),-22%,-9%,1%,?,-1,2,1%
N#C/C(=C/c1ccc(OCc2ccccc2)cc1)C(=O)NC1CCCCC1,17%,-17%,6%,0%,-3,13,-4%
CCNc1ccc(C(=O)OCC(=O)Nc2cc(C)on2)cc1[N+](=O)[O-],3%,-9%,0%,-28%,·,·,·
O=C(Cn1nnc(-c2cccs2)n1)N1CCOCC1,10%,-12%,-1%,9.3µM*,17,16,7%
COc1ccc(CC(=O)N(c2ccccc2)c2nc(C)cs2)cc1,-4%,-2%,-6%,?,0,15,3%
CCn1cc(C(=O)N2CC(C)CC(C)C2)c(=O)c2cc(S(=O)(=O)N3CCCC3)ccc21 (centres undefined),4%,-4%,0%,-6%,-3,-9,8%
COCCNc1nc(-n2nc(C)cc2C)nc2sc3c(c12)CCCC3,?,7%,-15%,9%,24,51*,6%
Cn1c(C(=O)N2CCCC(Nc3ccc(F)cc3)C2)cc2ccccc21 (centres undefined),11%,-5%,-18%,20%,1,-2,-7%
Clc1cc(Br)ccc1OCCCNCc1ccccc1,-7%,-13%,-3%,7%,-3,22,-2%
COc1cc(C(=O)Nc2ccc(N3CCOCC3)cc2)ccc1OCc1c(C)noc1C,?,15%,-15%,?,-1,20,7%
